# Source: PubChem
# CF NFkB inh = blocks PAF-induced NF-kB reporter in cystic fibrosis cells; KKLEB NF-kB-GFP reporter, GFP fluorescence overnight; inhibition, % at 5 µM; actives 0.86% (n = 360,000);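 active = at least 50% inhibition at 5 µM, scaled per plate between neutral and stimulator controls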;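 note: PAF is a Pseudomonas aeruginosa culture filtrate used as stimulus; plate controls were PAF-stimulated DMSO wells for no effect and unstimulated DMSO wells for full effect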
# KKLEB cytotox = reduces viability of KKLEB cystic fibrosis airway cells | KKLEB CF airway cells viability, ATPlite luminescence, overnight; stronger effect = lower value; cells stimulated with P. aeruginosa culture filtrate | activity change (cytotoxicity), % at 5 µM | actives 0.36% (n = 360,000);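 active = corrected activity change at or below -50% at 5 µM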
# TWEAK-Fn14 inh = TWEAK-Fn14 signaling inhibition; inhibition, % at 10 µM; actives 2% (n = 360,000); TWEAK-stimulated Fn14 reporter cells, luciferase luminescence, 8 h; in the data active = inhibition above about 50%
# NR2E3 ag-1 = agonists of human nuclear receptor NR2E3; inhibition of corepressor binding, % at 4.78 µM; GST-NR2E3/biotin-RetCOR TR-FRET, 1536-well; AID 2300; actives 0.12% (n = 320,000); Q9Y5X4;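 active = percent inhibition above the cutoff of mean plus 3 SD of all tested compounds, set per screening campaign, cut at about 20% in these data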;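 note: 0% = DMSO wells and 100% = biotin wells as full block of FRET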
# Target sequence (Q9Y5X4 whole entry, looked up): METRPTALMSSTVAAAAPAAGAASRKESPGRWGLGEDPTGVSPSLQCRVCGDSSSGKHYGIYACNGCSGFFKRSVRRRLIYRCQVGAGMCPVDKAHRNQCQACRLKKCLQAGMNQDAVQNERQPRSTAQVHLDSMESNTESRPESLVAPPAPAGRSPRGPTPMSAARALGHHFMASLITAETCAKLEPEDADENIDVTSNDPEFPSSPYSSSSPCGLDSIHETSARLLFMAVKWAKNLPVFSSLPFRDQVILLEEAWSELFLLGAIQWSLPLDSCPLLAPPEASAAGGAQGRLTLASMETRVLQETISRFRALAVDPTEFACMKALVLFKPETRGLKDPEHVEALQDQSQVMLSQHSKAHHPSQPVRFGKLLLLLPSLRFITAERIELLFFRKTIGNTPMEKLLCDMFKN
#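 System: GST-tagged NR2E3 plus biotinylated RetCOR corepressor; Buffer or medium: pH 7.5 Tris-based buffer; Probe or stimulus: RetCOR corepressor, biotinylated, 7 nM; Doses: compound at 4.8 µM, single dose; Schedule: 5 h incubation at 4 °C; Technique: time-resolved FRET; Evaluation: percent inhibition of TR-FRET ratio; Replication: one well per compound, singlicate testing.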
# HIF-2a inh = inhibitors of HIF-2a; inhibition, % at 18.8 µM; AID 624352; 786-0 RCC cells HIF-2a reporter, luciferase luminescence, overnight; actives 0.72% (n = 360,000);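 active = inhibition of the luminescence signal of 40% or more relative to plate controls, in a single-dose primary screen at 18.75 µM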
# Peg3 prom inh = reduces Peg3 promoter-driven luciferase expression in HeLa | HeLa PEG-Prom luciferase reporter, luminescence, overnight | inhibition, % at 20 µM | actives 1.7% (n = 360,000) | AID 588405;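 active = inhibition of at least 50% at 20 µM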
# aDG glyco up = increases alpha dystroglycan glycosylation. Pro5-aDG cells, alpha-DG glycosylation AlphaScreen (IIH6); 0% Pro5, 100% B10-LARGE cell signal. activation, % at 10 µM. actives 0.22% (n = 360,000). AID 624168;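 active = activation of at least 8% versus controls, or a plate z-score of at least 8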;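 note: Pro5 are CHO cells carrying HIG-tagged alpha-DG that lacks glycosylation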
# MITF TRPM1 inh = inhibitors of MITF-driven TRPM1 promoter in melanoma cells | SK-MEL-5 TRPM1 promoter luciferase, 24 h | inhibition, % at 12.5 µM | actives 0.83% (n = 330,000) | AID 488899;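 active = mean inhibition across replicates of 60% or more, whatever share of single replicates reaches that level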; note: values of inactives mirror those of a sister screen read the other way
# hiPSC survival = enhancers of human iPSC single-cell survival. actives 0.044% (n = 360,000). AID 602274. survival enhancement, % at 20 µM. hiPSC single-cell survival, ATPlite luminescence; 100% = ROCK inhibitor wells, 0% = DMSO; in the data active = survival enhancement above about 18%;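 note: cells exposed to compounds for 16 hours before the ATP read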
# Shn3 inh set2 = Schnurri-3 reporter inhibition in Clone20 osteoblasts; actives 0.52% (n = 360,000); AID 588674; inhibition, % at 12.5 µM; Clone20 osteoblast Shn3 3'UTR firefly luciferase, 24 h;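 active = mean inhibition of at least 75% with every replicate also reaching 75%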;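 note: 0% = median of neutral control wells and 100% = pilot-screen positive control compound; some compounds past the cut are filed as inactive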
# NR2E3 ag-2 = human photoreceptor-specific nuclear receptor agonism | actives 0.35% (n = 360,000) | inhibition of corepressor binding, % at 3.98 µM | CHO-S Gal4-NCOR/VP16-NR2E3 two-hybrid, luciferase | AID 602229;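 active = inhibition above the mean of all tested compounds plus 3 SD, cut at about 70% in these data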;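 note: 0% = DMSO with NR2E3 transfected cells and 100% = cells lacking NR2E3 construct; higher means lower luciferase signal from less NR2E3 corepressor binding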
# * hit, by the source's call; · = no result given. Hits appear at their usual frequency; about 4.4% have a hit in one of these screens.
SMILES,CF NFkB inh,KKLEB cytotox,TWEAK-Fn14 inh,NR2E3 ag-1,HIF-2a inh,Peg3 prom inh,aDG glyco up,MITF TRPM1 inh,hiPSC survival,Shn3 inh set2,NR2E3 ag-2
Cc1ccccc1NC(=O)c1ccc(CN2CCC(Cc3ccccc3)CC2)cc1,14,-7,18,-1,3,24,0.7,-11,-2.7,28,-13
O=C(c1cc(Cl)cc(Cl)c1)N1CCOCC1,3,-10,-4,3,10,10,-0.1,-3,8.5,6,-15
COc1ccc(NC(=O)CN(C)C(=O)CCCc2c[nH]c3ccccc23)cc1,0,5,-4,1,-2,-1,0.2,13,0.5,-95,8
CCOC(=O)C1CCN(CC(=O)N2C(C)CCCC2C)CC1 (centres undefined),-3,4,-2,1,7,-5,4.2,3,3.4,2,-13
CCOc1ncccc1C(=O)N1CCN(c2cccc(C)c2C)CC1,39,-17,24,·,29,7,-0.4,12,-0.8,25,36
CC(=O)Nc1cccc(-c2ccnc3c2CC(C)(C(=O)Nc2cccnc2)O3)c1 (centres undefined),-17,2,-6,·,-7,1,-0.1,·,-0.3,2,-11
CC1=NN(C(=O)c2ccccc2F)C(O)(c2ccc(Cl)cc2)C1 (centres undefined),-10,2,21,2,7,-10,0.0,4,-0.6,3,-31
CCCCC(=O)NC(Nc1cc(C)ccn1)(C(=O)OCC)C(F)(F)F (centres undefined),-4,11,-3,3,15,9,3.0,11,-0.8,11,4
O=C(C1=C[C@@H](c2coc3ccccc3c2=O)C[C@@H](OCCCCO)O1)N1CCN(Cc2ccc3c(c2)OCO3)CC1,-3,3,-29,-2,7,26,-0.2,-1,-1.5,4,-4
COc1cc(C(=O)N2CCN(CCCc3ccccc3)CC2)cc(OC)c1OC,-8,6,-2,-2,15,-1,0.1,-19,0.5,-4,6
COC(=O)C1CCN(S(=O)(=O)c2cn(C)c(=O)n(C)c2=O)CC1,12,3,8,2,2,-3,-0.1,4,-0.2,4,-7
CCc1ccc(NC(=O)C2CCCN(S(=O)(=O)c3ccc4c(c3)CCCN4C(C)=O)C2)cc1 (centres undefined),0,-7,3,4,17,19,-0.3,-10,1.3,31,-17
O=C(NCC1CCCO1)C1CCN(C(=O)c2ccc(Br)cc2)CC1 (centres undefined),10,-3,1,1,-7,11,-0.1,0,1.8,12,-1
Cc1ccc(NC(=O)CSc2nccn2Cc2ccco2)c(C)c1,-11,-8,24,0,-125,-154,0.1,-13,-0.5,-74,-132
O=C(CSc1nnc(-c2cccnc2)n1C1CCCCC1)NC1CCCCC1,5,4,-5,-2,1,-18,-0.2,-7,-2.4,-7,12
CCNC(=S)N/N=C/c1ccc(OCCOc2ccccc2C)cc1,1,2,9,1,1,15,-0.1,-3,-1.6,4,12
COC(=O)[C@@H](NC(=O)NCc1ccccc1Cl)C(C)C,-10,7,-7,2,2,11,-0.1,2,6.7,0,12
COc1nc(-c2ccccc2)ccc1-c1noc(-c2cccs2)n1,-8,9,-23,1,-233,-267,-0.1,-33,-0.7,-76,-89
CC1CC(O)(Cc2ccccc2)C(C)CN1C (centres undefined),-12,21,-1,-1,7,5,0.0,4,-0.4,-8,-3
Cc1cc(N2C(=O)c3ccc(C(=O)Nc4ccc(CC(=O)O)cc4)cc3C2=O)no1,-2,14,-23,0,3,13,0.4,-2,1.4,-7,2
O=C(O)C1=CC[C@@H](c2ccc(Cl)cc2)N(S(=O)(=O)c2ccc(Cl)cc2)[C@H]1c1cccc(Cl)c1,20,20,22,5,26,13,0.9,0,-1.8,-3,22
Cc1cc(C)c2nc(N3CCC(C(=O)NCCN4CCOCC4)CC3)sc2c1,4,-4,21,2,-61,-75,-0.1,-13,-0.2,-13,18
O=C(COC(=O)c1cnc(Cl)c(Cl)c1)NCc1ccc2c(c1)OCO2,-4,15,-1,5,21,6,-0.3,1,0.5,5,-11
C[C@@H](NC(=O)c1nc[nH]c1C(=O)N1CCN(C(=O)OC(C)(C)C)CC1)c1ccccc1,-10,-1,4,0,0,12,1.2,-2,4.7,-7,-11
Cc1cc(C(=O)Nc2cccc3ccccc23)n(-c2ccccc2)n1,4,4,10,-6,1,20,-0.2,4,0.9,6,-19
SMILES,CF NFkB inh,KKLEB cytotox,TWEAK-Fn14 inh,NR2E3 ag-1,HIF-2a inh,Peg3 prom inh,aDG glyco up,MITF TRPM1 inh,hiPSC survival,Shn3 inh set2,NR2E3 ag-2
O=C(O)CN=C(NS(=O)(=O)c1ccccc1)c1ccccc1,6,4,-10,-1,21,10,-0.1,8,-0.5,10,-6
O=C(COc1ccc2ccc(=O)oc2c1)Nc1cccc(S(=O)(=O)N2CCCCC2)c1,19,-16,53*,7,-11,5,0.0,11,0.4,-2,2
COc1ccc(C)cc1S(=O)(=O)N1CCN(Cc2ccccc2)CC1,2,-6,2,-1,28,22,0.0,-1,2.5,5,-3
Cc1cnc(C(=O)OCC(=O)NCc2ccc3c(c2)OCO3)cn1,-18,3,0,3,20,7,-0.2,-3,0.0,-5,-13
Cc1cc(=O)oc2cc(NC(=O)C(C)Oc3cccc(Cl)c3)ccc12 (centres undefined),10,0,-12,-1,-16,-5,-0.2,19,-0.2,45,-11
COc1ccc(C=CC(C)=NNC(=O)c2ccncc2)cc1,-7,-25,18,·,5,7,-0.1,2,-0.4,-14,8
Cc1nn(-c2ccccc2)c(C)c1C(=O)OCC(=O)Nc1ccccc1,0,-1,-35,2,-269,-183,-0.1,-83,0.5,-65,-24
CC(C)(C)S(=O)N1Cc2cc(C(=O)N3CCOCC3)nc(-c3cccc(Br)c3)c2[C@@H]1CCO (some centres undefined),-6,18,-6,·,-2,-9,-0.2,·,0.4,-3,-10
CNC(=O)c1ccccc1Sc1cccc2cccc(C(=O)O)c12,-14,1,-4,3,16,-10,0.1,1,0.9,3,-14
COc1ccccc1N=C1SC(C(=O)Nc2cccc(Cl)c2Cl)C(N)=C1C(N)=O (centres undefined),25,-26,14,1,14,35,1.1,4,-0.7,-10,11
Cc1ccc(S(=O)(=O)N(C)C[C@@H]2Oc3ncc(C#CCC(C)C)cc3C(=O)N([C@H](C)CO)C[C@H]2C)cc1,5,-5,-36,·,11,16,0.0,·,-1.6,8,-11
CC(C)NS(=O)(=O)c1ccc(CCC(=O)NCc2ccco2)cc1,-4,6,1,0,1,-6,2.0,3,-0.9,5,-31
Cc1cc(NC(=O)C2CC(=O)N(c3ccccc3)C2)no1 (centres undefined),8,-5,-4,3,14,7,0.0,10,-1.7,13,-8
O=C(Nc1ccccc1SCC1CSc2nc3ccccc3c(=O)n21)c1ccccc1 (centres undefined),4,-7,0,-2,5,8,0.2,-13,0.1,-9,-26
COCCN(C(=O)COC(=O)c1ccc(Cl)s1)c1c(N)n(Cc2ccccc2)c(=O)[nH]c1=O,-3,-5,5,-1,2,-4,0.3,13,-0.2,-8,-23
NC(=S)N/N=C/c1ccccc1OC(=O)/C=C/c1ccccc1,-27,0,38,-2,-13,-17,1.7,3,-0.1,10,47
COc1ccc(OC)c(C(C)NC(=O)c2ccco2)c1 (centres undefined),4,-6,-1,-1,7,18,-0.1,4,-0.1,-1,-8
COCCN(C(=O)c1ccccc1OC1CCN(S(C)(=O)=O)CC1)C(C)C,-10,7,6,2,6,5,0.1,-5,0.4,12,-8
Cn1c(=O)c2cc(S(=O)(=O)NCCC(=O)NCCc3ccc(Cl)cc3)ccc2n(C)c1=O,-1,-8,16,-5,19,18,-0.4,3,-3.6,-9,8
CCNC(=O)/C(C#N)=C/c1c(N2CCN(c3cccc(Cl)c3)CC2)nc2c(C)cccn2c1=O,-14,12,13,·,8,18,0.0,18,-0.4,11,-5
O=c1[nH]c2ccc(Cl)cc2c(-c2ccccc2)c1SC(=S)N1CCOCC1,-17,-8,31,-1,29,37,0.3,5,-0.8,-6,-22
COc1cccc(-c2cc(C(=O)NCc3ccco3)c3ccccc3n2)c1,-6,0,15,4,-13,-2,-0.1,-8,0.4,0,-16
Cc1nnc(SC(C)C(=O)NC2CCCCC2C)s1 (centres undefined),10,-2,-5,0,10,3,0.0,0,-0.3,-2,-4
Cc1cccn2c(=O)c(C(=O)NC3CCCCC3)c(O)nc12,13,-11,-7,-1,-89,-26,-0.4,0,0.0,-5,2
COc1ccc(CCn2c(NCCCN3CCOCC3)nc3c2c(=O)[nH]c(=O)n3C)cc1,2,-2,-3,-1,16,23,0.1,1,4.3,13,-11

# Four entries from above, reformatted:
# Order of values – CF NFkB inh	KKLEB cytotox	TWEAK-Fn14 inh	NR2E3 ag-1	HIF-2a inh	Peg3 prom inh	aDG glyco up	MITF TRPM1 inh	hiPSC survival	Shn3 inh set2	NR2E3 ag-2
- Cc1cc(NC(=O)C2CC(=O)N(c3ccccc3)C2)no1 (centres undefined)
→ 8	-5	-4	3	14	7	0.0	10	-1.7	13	-8
- O=C(Nc1ccccc1SCC1CSc2nc3ccccc3c(=O)n21)c1ccccc1 (centres undefined)
→ 4	-7	0	-2	5	8	0.2	-13	0.1	-9	-26
- COCCN(C(=O)COC(=O)c1ccc(Cl)s1)c1c(N)n(Cc2ccccc2)c(=O)[nH]c1=O
→ -3	-5	5	-1	2	-4	0.3	13	-0.2	-8	-23
- NC(=S)N/N=C/c1ccccc1OC(=O)/C=C/c1ccccc1
→ -27	0	38	-2	-13	-17	1.7	3	-0.1	10	47

# More results.
SMILES,CF NFkB inh,KKLEB cytotox,TWEAK-Fn14 inh,NR2E3 ag-1,HIF-2a inh,Peg3 prom inh,aDG glyco up,MITF TRPM1 inh,hiPSC survival,Shn3 inh set2,NR2E3 ag-2
Cc1cccc(C(CC(=O)NCc2ccco2)c2ccccc2)c1O (centres undefined),3,1,6,-3,17,28,1.1,3,0.8,11,-16
CN(CC(=O)NCc1ccco1)CC(=O)Nc1c(Cl)cccc1Cl,-16,2,12,0,12,2,-0.2,-10,-0.6,-1,-22
Cc1nnsc1S(=O)(=O)Cc1ccccc1Cl,-7,-6,-3,1,-4,14,0.4,0,-1.0,-21,24
O=C(OCC(=O)N1CCCCCC1)c1ccc(Cl)c(S(=O)(=O)N2CCCC2)c1,3,4,11,1,6,0,-0.2,4,-1.8,4,-10
O=C(CSc1nnc(NC(=O)c2ccc(F)cc2F)s1)NC1CC1,0,8,6,1,-73,-67,0.1,-45,-0.4,-30,-18
O=C(CSc1cn[nH]n1)Nc1cccc(C(=O)O)c1,11,-16,8,3,6,2,-0.2,-2,-0.1,-18,-10
CC1(C)CC(=O)C=C(NCc2cccnc2)C1,10,-4,3,2,10,14,-0.1,7,1.1,5,-7
Cc1noc(C)c1NC(=O)Nc1ccc2c(c1)C(=O)N([C@H](C)CO)C[C@H](C)[C@H](CN(C)C)O2,2,9,1,·,6,-2,-0.3,6,-1.4,-29,-28
O=C(O)c1ccc2c(c1)C(c1ccccc1)OC2=O (centres undefined),-12,3,9,-2,26,6,-0.4,2,1.7,11,-9
